Screening results from PubChem.
PfHsp40 yeast: rescue of yeast from PfHsp40 toxicity, primary screen, S. cerevisiae, ATP luminescence. S. cerevisiae expressing PfHsp40, growth rescue. growth rescue, % at 12.5 µM. 340,000 tested, 0.68% active. AID 504582, 2011; in the data active = growth rescue above about 28%, passing the limit was not always enough;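 note: yeast W303a lacking pdr1 and pdr3 grown in galactose medium; growth measured after three days at 30 °C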
DUSP3 inh: VHR1 phosphatase inhibitors, primary screen, biochemical, absorbance, uHTS. Dual specificity protein phosphatase 3 (Homo sapiens), P51452. AID 1654, 2009. recombinant VHR phosphatase, pNPP absorbance. 290,000 tested, 0.52% active. inhibition, % at 13.3 µM; in the data active = inhibition above about 50%; note: some compounds called inactive have numbers as strong as hits
BH1578 lux ind: inducers of Vibrio cholerae quorum light production without autoinducers, primary screen, BH1578 luxS cqsA deficient, single point; 350,000 tested, 0.16% active; activation, % at 18.7 µM; V. cholerae BH1578 lux reporter, luminescence, 6 h; in the data active = activation mostly above about 9.7%, no sharp cut-off; note: not every result past the cut was called active; inactives centre near 0; reference of the scale not given here
MazEF act: activators of E. coli MazEF toxin-antitoxin RNase, primary screen, biochemical, fluorescence, uHTS; AID 504720, 2011; FAM/BHQ RNA-DNA oligo cleavage fluorescence, 5 h; activation, % at 20 µM; Endoribonuclease toxin MazF (Escherichia coli (strain K12)), P0AE70; 350,000 tested, 0.32% active; in the data active = activation above about 50%
Y pestis TopoI: Yersinia pestis topoisomerase I inhibitors, primary screen, biochemical, cleavage product accumulation, plate reader, single point | 360,000 tested, 0.064% active | DNA topoisomerase I (Yersinia pestis CO92) | activity, % at 10 µM | Y. pestis Topo-I cleavage product accumulation; in the data active = activity above about 50%, passing the limit was not always enough; note: inactives centre near 2
PriA SSB inh: inhibitors of Klebsiella pneumoniae PriA binding to SSB C-terminal tail, primary screen, biochemical, AlphaScreen; PriA–SSB C-terminal tail interaction (Klebsiella pneumoniae); AlphaScreen SSBct-PriA binding, biotinylated peptide; inhibition, % at 33 µM; 430,000 tested, 0.6% active; AID 1272365, 2023; in the data active = inhibition mostly above about 37%, no sharp cut-off; inactive = mostly below about 20%;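 note: plate controls were negative control peptide for no effect and reference peptide for full effect; strong numbers were not always called active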
Anthrax LF prot: Bacillus anthracis LF protease inhibitors, primary screen, biochemical, multiplex microsphere, MLPCN library; Lethal factor (Bacillus anthracis), P15917; multiplex microsphere protease cleavage assay; inhibition, % at 10 µM; 360,000 tested, 0.12% active; AID 588501, 2011; in the data active = inhibition above about 30%; note: plate controls were buffer without enzyme for full effect and enzyme alone for no effect
Rv3671c protease: Rv3671c serine protease inhibitors, primary screen, biochemical, fluorescence polarization, M. tuberculosis H37Rv | P9WHR9 | inhibition, % at 5.96 µM | 320,000 tested, 0.048% active; in the data active = inhibition above about 38%;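 note: extracellular domain of Rv3671c used as enzyme; 0% = enzyme with DMSO and 100% = no enzyme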
TcdB inh: TcdB glycohydrolase inhibitors, primary screen, biochemical, single point, plate reader | Toxin B (Clostridioides difficile), P18177 | TcdB glycohydrolase enzymatic assay | inhibition, % at 9.99 µM | 350,000 tested, 0.24% active; in the data active = inhibition above about 10%
3CLpro inhibitor: SARS-CoV 3CLpro protease inhibitors, primary screen, biochemical, quenched FRET; recombinant SARS-CoV 3CLpro, quenched FRET peptide cleavage; inhibition, % at 6 µM; Replicase polyprotein 1ab (Severe acute respiratory syndrome coronavirus), P0C6X7; 290,000 tested, 0.14% active; in the data active = inhibition above about 12%
Starred values were filed as active, the others as inactive; i = inactive; x = not tested or not shown; & = joins results of further samples.

# | Molecule | PriA SSB inh | MazEF act | 3CLpro inhibitor | Rv3671c protease | Y pestis TopoI | PfHsp40 yeast | BH1578 lux ind | TcdB inh | Anthrax LF prot | DUSP3 inh
1 | Cc1ccc(S(=O)(=O)N/N=C\c2ccc3c(c2)OCO3)cc1 | x | -4 | -1 | 0 | 0 | 0.6 | -0.9 | 2.1 | -2 | 13
2 | CCCOC(=O)/C(=C\C=C\c1ccccc1)NC(=O)c1ccccc1 | -13 | -2 | 2 | 1 | 11 | 0.8 | 1.8 | 0.2 | -5 | 18
3 | Cn1c(COc2ccccc2)nnc1SCC(=O)Nc1ccc(N2CCOCC2)c(Cl)c1 | 0 | -9 | -2 | -3 | 7 | 1.0 | i | x | -4 | 11
4 | CC1CCCCN1c1nc(-c2ccncc2)nc2ccccc12 (stereo unspecified) | -7 | 5 | 4 | 6 | 0 | 7.9 | i | 3.9 | -1 | 14
5 | COCCCN(Cc1ccco1)C(=O)Cn1ncc2c(=O)oc3ccc(C)cc3c21 | -8 | 9 | -3 | 2 | -2 | -0.2 | -0.4 | 0.3 | 1 | -7
6 | O=C(NCc1cccnc1)C(=O)NCC1OCCN1S(=O)(=O)c1ccccc1 (stereo unspecified) | -2 | 2 | 0 | -5 | 6 | 0.8 | 1.3 | -0.4 | -7 | -7
7 | COc1cc2c(cc1OC)CN(Cc1cccs1)CC2 | -20 | 4 | 6 | -4 | 3 | 0.6 | i | x | -30 | -10
8 | Nc1cc(S(=O)(=O)O)cc2ccc(S(=O)(=O)O)cc12 | 9 | -1 | x | x | -4 | 16 | 3.4 | -3.7 | -7 | x
9 | CC1(C)CC(NC(=O)CC2CCCCC2)CC(C)(C)N1 | -16 | 9 | -5 | 12 | 3 | -0.1 | -0.5 | x | -2 | 25
10 | O=C(CNC(=O)c1ccccc1)NCC(c1ccco1)N1CCCC1 (stereo unspecified) | -5 | 2 | x | 14 | 6 | -0.2 | i | 0.4 | 5 | x
11 | O=C(NC(=S)NCCc1ccccn1)c1ccco1 | -5 | -14 | -2 | 8 | -6 | 0.4 | i | 1.2 | -3 | 20
12 | O=C(NCc1ccc2c(c1)OCO2)c1ccc(N2C(=O)C3CCCCC3C2=O)cc1 (stereo unspecified) | -6 | -3 | 0 | -4 | -7 | -1.0 | i | x | 0 | 6
13 | Cc1ccc(C)c(S(=O)(=O)NC2CCSC2=O)c1 (stereo unspecified) | -15 | 7 | x | x | 3 | -1.5 | -4.8 | 0.5 | 3 | x
14 | Cc1cc(N2CCN(C)CC2)nc2ccc(NC(=O)c3ccc(Br)o3)cc12 | -3 | 1 | -15 | 4 | -9 | 0.4 | 1.3 | x | -4 | 11
15 | Cc1ccc(C)c(S(=O)(=O)N2CCN(C(=O)Cn3c(C(F)(F)F)nc4ccccc43)CC2)c1 | -19 | -4 | 4 | -13 | 19 | 0.6 | 0.6 | x | 6 | -25
16 | CCOCC(=O)Nc1c(C(=O)Nc2ccc(OC)cc2OC)oc2ccccc12 | -12 | -1 | 0 | -4 | -2 | 0.5 | -1.0 | x | -1 | -16
17 | Cc1ccccc1OCC(=O)OCC(=O)N1CCCc2ccccc21 | -12 | -2 | x | -8 | 23 | -0.3 | 14 | -0.9 | -1 | x
18 | COc1ccc(C(CCN2CCOCC2)c2c(OC)cc(OC)c3ccc(=O)oc23)cc1 (stereo unspecified) | -3 | 0 | x | x | 24 | -0.6 | -0.6 | 0.6 | -1 | x
19 | CC(=O)N(c1ccccc1Cl)S(=O)(=O)c1ccc(Cl)cc1 | -4 | 4 | 1 | -3 | 16 | 2.6 | -0.6 | 1.8 | -5 | 17
20 | CC1(C(=O)NS(=O)(=O)c2ccc(Cl)cc2)CCN1C(=O)c1ccc(C2CCCCC2)cc1 (stereo unspecified) | x | x | x | x | 23 | x | -0.2 | -1.9 | 0 | x

Two successive entries out of the list so far:
# | Molecule | PriA SSB inh | MazEF act | 3CLpro inhibitor | Rv3671c protease | Y pestis TopoI | PfHsp40 yeast | BH1578 lux ind | TcdB inh | Anthrax LF prot | DUSP3 inh
6 | O=C(NCc1cccnc1)C(=O)NCC1OCCN1S(=O)(=O)c1ccccc1 (stereo unspecified) | -2 | 2 | 0 | -5 | 6 | 0.8 | 1.3 | -0.4 | -7 | -7
7 | COc1cc2c(cc1OC)CN(Cc1cccs1)CC2 | -20 | 4 | 6 | -4 | 3 | 0.6 | i | x | -30 | -10

Down the list, quoted from above:
PriA SSB inh, nos. 10 to 19: -5, -5, -6, -15, -3, -19, -12, -12, -3, -4
3CLpro inhibitor, nos. 10 to 19: x, -2, 0, x, -15, 4, 0, x, x, 1

Next part:
# | Molecule | PriA SSB inh | MazEF act | 3CLpro inhibitor | Rv3671c protease | Y pestis TopoI | PfHsp40 yeast | BH1578 lux ind | TcdB inh | Anthrax LF prot | DUSP3 inh
21 | O=C(NCC(=O)N1CCN(C/C=C/c2ccccc2)CC1)c1ccc(OC(F)F)cc1 | -4 | 2 | x | -7 | 14 | -0.2 | -2.1 | 0.4 | -4 | x
22 | Cc1ccc(NC(=O)c2oc3ccccc3c2NC(=O)C2CCCO2)cc1C (stereo unspecified) | 5 | -5 | 0 | -15 | 14 | 6.3 | i | -0.5 | 0 | 12
23 | Cc1ccc(C(O)c2ncc(-c3ccccc3Cl)[nH]2)c(C)c1 (stereo unspecified) | x | x | x | x | 2 | x | i | 2.4 | 2 | x
24 | O=C(O)/C=C/c1cn(-c2ccccc2)nc1-c1cccc([N+](=O)[O-])c1 | 0 | 2 | -2 | -11 | 3 | 0.7 | i | 1.3 | 1 | 6
25 | CSc1nc(=S)n(-c2cc(C)ccc2C)c(C)c1C(C)=O | -1 | 4 | -1 | 4 | -2 | -1.3 | i | 0.4 | -12 | 13
26 | Cc1cccc(NC(=O)Oc2ccc(Cl)c3cccnc23)c1 | x | 9 | x | x | 5 | x | -0.5 | 0.9 | -5 | x
27 | NC(=O)Cc1nc(-c2ccccc2)cs1 | -1&-4 | 4 | 1 | -4 | 4 | -0.6 | i | x | -2 | -1
28 | CCN(CC)S(=O)(=O)c1ccc(Cl)c(NC(=O)c2ccc(C#N)cc2)c1 | -21 | 2 | 6 | 9 | 4 | 0.7 | 0.8 | x | -1 | -7
29 | COc1ccc(-c2csc(NC(=O)Cc3ccccc3F)n2)c(OC)c1 | 6 | 27 | 10 | -6 | -2 | 19 | -0.5 | 0.1 | -1 | 13
30 | COc1ccc(-c2cc(C(=O)NCc3ccco3)c3ccccc3n2)cc1OC | -3 | 6 | x | 4 | 17 | 0.4 | -0.5 | 0.6 | 2 | x
31 | COc1ccccc1N(C(=O)c1ccco1)C(C(=O)NC1CCCCC1)c1cc(OC)c(OC)c(OC)c1 (stereo unspecified) | -7 | 9 | -2 | 2 | 12 | 0.0 | -4.8 | 0.7 | 7 | 35
32 | COc1ccc(C(=O)CSc2nnc(NC(=O)C3CC(=O)N(c4cccc(OC)c4)C3)s2)cc1 (stereo unspecified) | -1 | 1 | 1 | -10 | -2 | -0.3 | -0.3 | 0.2 | 2 | 0
33 | O=C(Nc1ccc(Cl)c([N+](=O)[O-])c1)c1ccco1 | 3 | 4 | 2 | -3 | -4 | 2.7 | 0.7 | 3.2 | -2 | 8
34 | Cc1csc(NC(=O)c2ccc3nc[nH]c3c2)n1 | -1 | 7 | 7 | 10 | -5 | -1.8 | -0.5 | 0.8 | -1 | -40
35 | Nc1ncc(Br)cc1S(=O)(=O)N1CCCCCC1 | -6 | -1 | 4 | 4 | -1 | -0.1 | 1.0 | 0.8 | -1 | -25
36 | CC1(C)CC(NC(=O)C2CCC(=O)N(C3CC3)C2)CC(C)(C)C1 (stereo unspecified) | -29 | 7 | 4 | -4 | 3 | -0.6 | -0.3 | 0.4 | -1 | -4
37 | COc1cc(OC)cc(-c2nnc(Nc3nc4c(F)cccc4s3)o2)c1 | -3 | -4 | 7 | 8 | -4 | 1.7 | i | x | -4 | 8
38 | O=C(CC(=O)Nc1ccccc1[N+](=O)[O-])Nc1ccccc1[N+](=O)[O-] | 11 | 0 | 0 | -22 | -2 | -0.8 | i | -0.2 | -12 | 13
39 | CC1CN(CCOc2ccccc2-c2ccccc2)CC(C)O1 (stereo unspecified) | -15 | -5 | 1 | 11 | 32 | -2.2 | -0.1 | 6.5 | -2 | 1
40 | C=CCOc1ccc2cccc(/C=N/NC(=O)c3cc4cc([N+](=O)[O-])ccc4s3)c2c1 | x | 2 | -2 | 1 | 3 | 0.7 | 3.8 | x | 1 | 7
41 | CC1(C)C(=O)Nc2ccccc2N1C(=O)COC(=O)COc1cccc(C(F)(F)F)c1 | -3 | 4 | x | 5 | 10 | -0.8 | -0.9 | 2.1 | 2 | x
42 | O=C(CCC1CCCN(Cc2ccncc2)C1)NCc1ccc(F)c(F)c1 (stereo unspecified) | -4 | 4 | -3 | -5 | 6 | -0.6 | -0.4 | 0.2 | -1 | 18
43 | CCOC(=O)N1CCC(NC(=O)CCC(=O)N2CC(C)Oc3ccc(Cl)cc32)CC1 (stereo unspecified) | -16 | -2 | -6 | 9 | 21 | 15 | 0.3 | x | -4 | -10
44 | CCN(CC)CCN(C(=O)C1=COCCO1)c1nc2cc3c(cc2s1)OCO3 | -13 | 3 | 0 | -8 | 0 | 0.2 | -0.5 | 1.8 | -6 | -13
45 | Cc1cccc(C2c3[nH]c4ccccc4c3CCN2C(=O)c2ocnc2C)n1 (stereo unspecified) | 6 | -16 | 3 | 5 | 16 | 0.5 | -0.2 | 0.8 | -2 | 6
46 | Cc1cccc(C)c1NC(=S)NN1CCN(C)CC1 | 14 | 1 | -9 | -1 | 2 | -0.1 | -0.5 | x | -2 | 10
47 | COc1ccc(CCNC(=O)CCCn2c(=S)[nH]c3cc4c(cc3c2=O)OCO4)cc1OC | x | 10 | x | x | 2 | x | -0.8 | -0.2 | 2 | x
48 | C[C@H](CO)N1C[C@H](C)[C@@H](CN(C)C(=O)Nc2ccccc2F)Oc2ncc(Br)cc2C1=O | x | 2 | x | x | -1 | x | 1.1 | 0.4&-0.4 | -5 | x
49 | O=C(COc1ccc(Cl)cc1Br)NC1CC1 | -11 | 4 | x | 1 | 9 | -0.8 | i | 0.4 | 1 | x
50 | Cc1cc(C)c(C)c(S(=O)(=O)Nc2ccccc2N2CCOCC2)c1C | 5 | 3 | x | 5 | 24 | 0.4 | -0.6 | 0.8 | 4 | x
51 | Cc1ccc(NC(=O)COc2ccccc2)c(NC(=O)c2ccccc2C)c1 | 4 | 1 | 4 | 11 | 5 | 1.0 | -0.1 | x | -2 | x
52 | Cc1cc(C)c(C#N)c(SCC(=O)Nc2c(C)n(C)n(-c3ccccc3)c2=O)n1 | -10 | 7 | x | 5 | 3 | 0.7 | -7.1 | 0.1 | -7 | x
53 | CCSc1ccccc1C(=O)NCc1ccc(S(N)(=O)=O)cc1 | 4 | -2 | -1 | -3 | -13 | -1.7 | 0.5 | x | 0 | 10
54 | CC1C(=O)CC(c2ccc([N+](=O)[O-])cc2)NC1c1ccc([N+](=O)[O-])cc1 (stereo unspecified) | 11 | 16 | -4 | -5 | 5 | -1.4 | i | 1.6 | -4 | 33
55 | O=C(OCC(=O)N1CCCCCC1)c1ccccc1Br | -3 | 6 | x | 3 | -7 | -0.6 | i | 0.7 | 0 | x
56 | O=C(O)CCCC(=O)Nc1ccccc1C(=O)O | -3 | 7 | 1 | -4 | 3 | -0.8 | -0.4 | x | -1 | 24
57 | CCC1SC(CC)C(=O)N(CC(=O)NC2CCCCC2)C1=O (stereo unspecified) | 2&-2 | -3 | -1 | x | 4 | -0.2 | i | 0.7 | 4 | 2

Some of the compounds tested, so the mix of outcomes need not match the whole.
